From PubChem
All columns: NCI-60 one-dose screen, growth in % after 48 h at 10 µM unless noted; 100 = growth as untreated, 0 = no growth, -100 = all killed.
HL-60(TB): HL-60(TB) leukemia cells | 78,000 tested, 9% active | AID 1794776; active means growth percent below 10
The depositor's hits bear a star; & = joins results of further samples; ! = not active in a repeat. Only part of the results is shown; the hit share may differ from the screen's.

SMILES	HL-60(TB)
CCCCc1ccc(NC(=O)Nc2sc3c(c2C#N)CCCC3)cc1	93
COc1ccc(/C=C2/SC(N3CCN(c4cccc(Cl)c4)CC3)=NC2=O)cc1OC	106
O=C(NC(Cc1cc(=O)[nH]c2ccccc12)C(=O)O)c1ccc(Cl)cc1 (configuration not stated)	102
CC(=O)Nc1c(C#N)cnc2ccc3oc(=O)ccc3c12	123
C1CC2CC1CC2CNCC1CC2CCC1C2 (configuration not stated)	97
C=CCOCCN(C)C	87
O=c1ccc(-c2nc(N3CCOCC3)c3ccccc3n2)c[nH]1	96
c1ccc(CSc2nnc(-c3ccc4nc(-c5ccccc5)[nH]c4c3)o2)cc1	84
CN1CCN(c2ccc(Nc3c4ccccc4nc4ccccc34)cc2)CC1	119
N/C(=N\C(N)=N\c1nc2ccccc2s1)c1cccc([N+](=O)[O-])c1	70
CC(=O)c1c(F)ccc2ccccc12	99
OC1CCC(CC2CCCCC2)CC1 (configuration not stated)	110
CC(C)(C)c1cc(O)cc(C(=O)O)c1O	112
OCC[C@@H]1C[C@@H]1c1cc2ccccc2s1	101
COC(=O)C(C)N (configuration not stated)	98
COc1ccc(Nc2c3ccccc3nc3ccccc23)cc1	13
O=C1c2c(c3c4cccnc4[nH]c3c3ccc4ccccc4c23)C(=O)N1O	5.1*
CCCCCCc1cc(O)cc(O)c1	73
Cn1c(C#N)ccc1-c1cccc(NC(=O)c2ccc(F)cc2)c1	81
O=C1c2ccccc2C(=O)c2c(NCCNCCO)ccc(NCCNCCO)c21	2.5*!
Clc1ccc(-c2cc(-c3ccccc3)nc(Nc3nc4ccccc4[nH]3)n2)cc1	90
O=C(COc1ccccc1)Nc1ccccc1	100
c1ccc(CC(NCCNC(Cc2ccccc2)c2ccccc2)c2ccccc2)cc1 (configuration not stated)	-0.7*
Oc1ccc(Cl)cc1Cc1cc(Cl)ccc1O	34

In the list so far, these contain a COOH group:
SMILES	HL-60(TB)
O=C(NC(Cc1cc(=O)[nH]c2ccccc12)C(=O)O)c1ccc(Cl)cc1 (configuration not stated)	102
CC(C)(C)c1cc(O)cc(C(=O)O)c1O	112

Later entries.
SMILES	HL-60(TB)
Cn1c2cc3c(oc-2nc1=N)-c1ccccc1OC3O (configuration not stated)	99
CCN=NNc1ccc(C)cc1	98
Cc1ccccc1C(O)(c1ccccc1)c1ccccc1C	93
COc1nc2c(c(=O)n1C)CN(Cc1ccccc1)C=N2	93
Cc1[nH]c(C2CC(c3ccccc3)=NN2C)c(C)c1C(=O)O (configuration not stated)	95
CN(C)c1ccc2c(=O)cc[nH]c2c1	89
CSc1cc(=O)[nH]c(N)n1	82
COc1ccc(C2(O)OCC(COc3cc(C)c(Cl)c(C)c3)O2)cc1OC (configuration not stated)	103
CC(C)c1ccc(Cc2cnc(NC(=O)c3cc(Br)cs3)s2)cc1	-24*
CC(/C=N/N=C(N)N)=N\NC(N)=S	80
O=C(c1ccccc1)c1c(/C=C/c2ccc(Cl)cc2)nc2ccccc2c1/C=C/c1ccc(Br)cc1	105
CC(=O)O[C@]1(C(C)=O)CC[C@H]2[C@@H]3C[C@H](Cl)C4=CC(=O)CC[C@]4(C)[C@H]3CC[C@@]21C	91
CSC1=NC=C(C#N)C2=NC(c3cccs3)NN12 (configuration not stated)	85
CC(=O)N1N=C(c2ccc(Cl)cc2)CC1c1ccc2c(c1)OCO2 (configuration not stated)	74
C[C@H](c1nc2ccccc2s1)[C@H]1CC[C@H]2[C@@H]3CCC4=CC(=O)CC[C@]4(C)[C@H]3CC[C@]12C	93
CC(C)CC(NC(=O)C(CCCN=C(N)N)NC(=O)OCc1ccccc1)C(=O)NC(CNC(=O)/C=C/c1ccccc1)C(C)C (configuration not stated)	102
CCOC(=O)/C=C/CP(=O)(OCC)OCC	93
CCOC(=O)c1cc(C(=O)c2cc(OC)cc(OC)c2)n2ccc(-c3cc[n+](CC(=O)c4cc(OC)cc(OC)c4)cc3)cc12	103
O=C(Nc1ccccc1)Nc1ccc(NC(=O)c2cc(=O)[nH]c3ccccc23)cc1	99
O=C1c2c(O)cc(O)cc2OC(c2ccc(O)c(O)c2)C1O (configuration not stated)	110
O=c1c2ccccc2c2nc3ccc4c(=O)c5ccccc5c5nc6ccc1c2c6c3c45	91
CCOC(=O)CC1CSC(N/N=C(\C)c2ccc3ccc(OC)cc3c2)=N1 (configuration not stated)	91
CC(C)=NOC(=O)Nc1ccc(F)cc1	100
CCOC(=O)C1=C(C)NC(C)=C(C(=O)OCC)C1	102&110
Cn1cc(-c2nnc(N)nc2-c2c[nH]c3ccc(F)cc23)c2cc(F)ccc21	62
CCS(=O)(=O)NC(CO)C(=O)O (configuration not stated)	92
COc1ccc(C2CC(c3ccc(Nc4nc(NCCO)nc(Nc5ccc(Cl)cc5)n4)cc3)=NN2c2cc(Cl)cc(Cl)c2)cc1 (configuration not stated)	102
Cc1ccc2nc(N)[nH]c2c1	102
COc1ccc(Nc2ncc3c(=O)[nH]ccc3n2)cc1	124
Cc1ccc2ccc3ccccc3c2c1	94
O=C(O)c1ccc(CCCc2ccccc2)cc1	106
CCCc1cc(=O)oc2c(C(=O)CC(C)C)c(O)c(CC=C(C)C)c(O)c12	2.7*
O=C1/C(=C/C2C=Nc3ccccc32)SC(c2ccc(Cl)cc2Cl)N1n1cnnc1 (configuration not stated)	107
Cc1cccc2sc(/N=C(\N)C(Br)Br)nc12	0.8*
O=C(CCl)NC1(C(=O)O)CCCC1	108&101
C[C@@H]1CC=C2[C@H](CC[C@H](O)C2(C)C)[C@@]1(C)CCc1ccoc1	92
COc1ccc(/C=N/NC(=O)c2ccc(Br)o2)cc1	90
CCOC(=Nc1ccc([N+](=O)[O-])cc1)SC(c1ccccc1)(c1ccccc1)c1ccccc1	120
OCc1cnccc1N1CCC(OCc2ccccc2)C1 (configuration not stated)	98
NC(N)=NCCCCCNc1noc(Cc2c[nH]c3ccccc23)n1	87
COC(=O)c1ccc(CSc2nc(=O)n(Cc3ccc(F)cc3)c(=O)[nH]2)cc1	105
CC(C)C(NC(=O)OCc1ccccc1)C(=O)NC(Cc1c[nH]c2ccccc12)C(=O)O (configuration not stated)	106
Cc1cc2n(n1)-c1ccc(C#N)cc1Oc1ccccc1-2	102
COc1ccc(N2CCN(C3=C(Cl)C(=O)c4ncccc4C3=O)CC2)cc1	-5.0*
Cc1ccc(N2CCN(C3=C(Cl)C(=O)c4ncccc4C3=O)CC2)cc1	3.4*
COc1cccc2c1N(C)CCC2N1CCCC1=O (configuration not stated)	87
COc1ccc(C2CC(c3cc(C)ccc3C)=NN2c2ccc(S(=O)(=O)NC(=O)NCc3ccccc3)cc2)cc1 (configuration not stated)	89
O=C(CSc1nc2ccccc2c(=O)n1CCc1ccccc1)Oc1ccccc1	104

Laid out differently: seven of the compounds above.
| SMILES | HL-60(TB) |
| --- | --- |
| CC(=O)O[C@]1(C(C)=O)CC[C@H]2[C@@H]3C[C@H](Cl)C4=CC(=O)CC[C@]4(C)[C@H]3CC[C@@]21C | 91 |
| CSC1=NC=C(C#N)C2=NC(c3cccs3)NN12 (configuration not stated) | 85 |
| CC(=O)N1N=C(c2ccc(Cl)cc2)CC1c1ccc2c(c1)OCO2 (configuration not stated) | 74 |
| C[C@H](c1nc2ccccc2s1)[C@H]1CC[C@H]2[C@@H]3CCC4=CC(=O)CC[C@]4(C)[C@H]3CC[C@]12C | 93 |
| CC(C)CC(NC(=O)C(CCCN=C(N)N)NC(=O)OCc1ccccc1)C(=O)NC(CNC(=O)/C=C/c1ccccc1)C(C)C (configuration not stated) | 102 |
| CCOC(=O)/C=C/CP(=O)(OCC)OCC | 93 |
| CCOC(=O)c1cc(C(=O)c2cc(OC)cc(OC)c2)n2ccc(-c3cc[n+](CC(=O)c4cc(OC)cc(OC)c4)cc3)cc12 | 103 |

(next part)
SMILES	HL-60(TB)
N#CC1(C#N)C2CCCC(O)(C2(O)O)C1(C#N)C#N (configuration not stated)	101
CCN(CC)CC(O)CNc1ccnc2cc(Cl)c(Cl)cc12 (configuration not stated)	92
Cc1[nH]c(/C=C/C(=O)c2ccc(C(F)(F)F)c(F)c2)c(C)c1C(=O)NC(C)(C)C	92
O=C(O)C#CC(=O)O	106
CCOC(=O)C1=C(C(=O)c2ccc(Br)cc2)C(c2ccc(O)c(O)c2)NC(=S)N1 (configuration not stated)	94
CCCCC(=O)Nc1ncc(Cc2ccccc2Cl)s1	-7.9*
O=C(NNC(=O)c1cccc2ccccc12)c1cccc(Br)c1	102
CC(=O)Nc1ccc2c(c1)C(=Nc1cccc(C)c1)c1ccccc1-2	101
c1nc(SCC2CO2)c2ncn(CC3CO3)c2n1 (configuration not stated)	104
O=C(NCCc1c[nH]c2ccccc12)c1ccc(NS(=O)(=O)c2ccc3c(c2)OCCCO3)cc1	63
CC(=O)OCCn1c([N+](=O)[O-])cnc1/C=[N+](\[O-])C1CCCCC1	92
CCCc1cccc(-c2ccccc2)c1O	96
CN(C)CCCSSCCCN(C)C	88
COc1cc(-c2ccc(-c3ccc(C(=N)N)cn3)s2)cc(OC)c1OC	95
Clc1ccc(Nc2ccnc(N3CCN(c4ccnc5cc(Cl)ccc45)CC3)n2)cc1	72
CC(C)=CCc1cc2c(cc1O)C1=C(C(=O)C3=C(NCCS3(=O)=O)C1=O)C(C=C(C)C)O2 (configuration not stated)	-35*
Cc1ccc(CN2CC(C(=O)OCC(=O)NC(=O)C3COc4ccccc4O3)CC2=O)cc1 (configuration not stated)	112
CC[C@H](C)[C@H](NC(=O)CSc1nnc(-c2ccc(NC(=O)c3cccnc3)cc2)o1)C(=O)O	96
O=C(CSc1nnc(-c2ccc(Cl)cc2)o1)c1ccccc1	91
N#Cc1c(-c2ccc(Cl)cc2)nc(SCC(=O)NC2=NN=C(c3ccccc3)CS2)[nH]c1=O	4.1*
CCCCSc1nc(Nc2ccc(C(C)=O)cc2)c(C#N)c(-c2ccc(F)cc2)n1	96
CC1=CC(C)(C)NC(=S)N1CCO	95
CC(C)[C@@H](NS(=O)(=O)N(c1cccc(F)c1)C1CCN(Cc2ccc(O)cc2)CC1)C(=O)O	132
CN1c2ccccc2N(C)C1c1ccc2c(c1)OCO2	42
COc1cc(-c2nc3c(ncc4ccc(=O)[nH]c43)s2)cc(OC)c1OC	110
Cc1cc2nc3c4cccc(O)c4n(CCN(C)C)c3nc2cc1C	29
COc1ccc(-c2nn(-c3ccccc3)cc2C2SCC(=O)N2c2cccc(F)c2)cc1OC (configuration not stated)	107
CCOC(=O)CNS(=O)(=O)c1ccc(Oc2ccc(S(=O)(=O)NCC(=O)OCC)cc2)cc1	91
COc1ccc(/C=N/NC(=O)c2c(N)nn(C)c2Nc2ccccc2)cc1OC	106
CN(C)CC(=O)C(C#N)c1ccccc1 (configuration not stated)	65
COc1ccc2[nH]c(=O)c3c(c2c1)OC(N)=C(C#N)C31C(=O)c2cccc3cccc1c23 (configuration not stated)	101
Cc1nnc(NC(=O)c2ccccc2O)nc1C	105
N#Cc1c(-c2ccc(F)cc2)cc(-c2cccc(OCC(=O)O)c2)[nH]c1=O	80
COC(=O)C1=Nc2ccc(F)cc2/C1=C\c1sc(=O)[nH]c1S	52
CCOC(=O)c1c[nH]c2cc(Cl)ccc2c1=O	98
O=C(O)CCc1ccc2cc(O)ccc2c1	87

Taken from above.
CC[C@H](C)[C@H](NC(=O)CSc1nnc(-c2ccc(NC(=O)c3cccnc3)cc2)o1)C(=O)O – HL-60(TB): 96
COC(=O)c1ccc(CSc2nc(=O)n(Cc3ccc(F)cc3)c(=O)[nH]2)cc1 – HL-60(TB): 105

(next part)
SMILES	HL-60(TB)
CCOC(=O)C(C)SC1=C(C)C(=O)C(OC)=C(OC)C1=O (configuration not stated)	92
C(=C\c1nc2ccccc2s1)/c1ccc(N2CCOCC2)s1	24
CCOc1cccc2c(NC(C)CCCN(CC)CC)c(C)cnc12 (configuration not stated)	105
O=S(=O)(O)Cc1c(O)ccc2ccccc12	116
O=C(Nc1ccc(Cl)cc1)c1cc(-c2ccc(Cl)cc2)c2sc(=O)[nH]c2n1	-54*
[Cl][Hg][c]1cc[c]([Hg][Cl])o1	23
COc1ccc(-c2n[nH]c(=O)c3nc(NC(=S)Nc4ccc(Oc5ccccc5)cc4)sc23)cc1	93
O=S=C1C(=O)Nc2cc(Br)ccc21	97
COc1cccc(Nc2nc(SC)nc(-c3cccc(N)c3)c2C#N)c1	91
O=S(=O)(O)c1ccc(O)c2ncccc12	100
COc1ccc(-c2nc(C#N)c(N3CCC(S(=O)(=O)N4CCOCC4)CC3)o2)cc1	117
COc1ccc2nc(-c3ccc(Cl)cc3)cc(C(=O)N3N=C(c4ccc(N)cc4)CC3c3ccccc3)c2c1 (configuration not stated)	-1.6*
COc1cccc2c1Cc1ccccc1-2	98
Nc1ccc2c(=O)[nH][nH]c2c1	99
CCOC(=O)Oc1c(Cl)c(Cl)c(Cl)c(Cl)c1Cl	97
O=C1CC(c2ccccc2)C(=O)N2C(=O)CC(c3ccccc3)C(=O)N12 (configuration not stated)	75
CC(N=C1Nc2ccc(Br)cc2S(=O)(=O)N1)c1ccccc1 (configuration not stated)	106
C=CCN1C(=O)c2cccc3c(NCCO)ccc(c23)C1=O	105
CC(C)CNCC(O)COc1ccc(C(C)(C)c2ccc(OCC(O)CNCC(C)C)cc2)cc1 (configuration not stated)	26
O=c1[nH]c2c3cccnc3cc(-c3cccc(Cl)c3)c2c2ncccc12	99
CC(=O)NC(C)(C)CC(C)(C)C	111
CCOc1ccc(NC(=S)NC2CCCCCCCCCCC2)cc1	83
CCOC(=O)c1c[nH]c(/C=N/O)c1C	89
Cc1ccc(C2=NN(c3ccc(S(N)(=O)=O)cc3)C(c3cn(-c4ccccc4)nc3-c3ccccc3)C2)cc1 (configuration not stated)	17
